High-throughput results: PubChem BioAssay, The Scripps Research Institute Molecular Screening Center
TAAR1 antag – human TAAR1 antagonists, primary screen, Fluo-8 calcium fluorescence, CHO RD-HGA16 cells; Trace amine-associated receptor 1 (Homo sapiens), Q96RJ0; antagonist; inhibition, % at 3 µM; 360,000 tested, 1.5% active;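 active = inhibition above a per-plate cutoff, the mean inhibition of test compounds on that plate plus 3 SD, cut at about 49% in these data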;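 also: 0% = DMSO plus EC80 beta-PEA response and 100% = DMSO alone without agonist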
Target sequence (Q96RJ0 whole entry, looked up): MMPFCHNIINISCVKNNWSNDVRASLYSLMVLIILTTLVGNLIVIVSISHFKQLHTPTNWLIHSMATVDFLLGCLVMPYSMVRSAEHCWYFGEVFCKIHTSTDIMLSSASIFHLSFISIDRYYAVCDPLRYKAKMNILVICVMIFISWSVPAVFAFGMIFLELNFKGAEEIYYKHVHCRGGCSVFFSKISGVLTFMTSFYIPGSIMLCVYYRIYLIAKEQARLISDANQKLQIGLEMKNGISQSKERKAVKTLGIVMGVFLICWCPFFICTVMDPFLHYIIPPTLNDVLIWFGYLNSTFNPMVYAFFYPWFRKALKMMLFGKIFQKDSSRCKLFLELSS
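Test system: CHO RD-HGA16 cells bearing hTAAR1 | Reagent: β-PEA, EC80 | Compound dosing: 3 µM, single point | Schedule: Dye loading 75 min at 37 °C, then 30 min room temperature | Signal: Calcium fluorescence with Fluo-8 | Evaluation: Percent inhibition of PEA-evoked calcium signal, max/basal emission ratio | Control set: DMSO-only wells and EC80 β-PEA-stimulated wells | Repeats: Singlicate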
TAAR1 agonist – human TAAR1 agonists, primary screen, Fluo-8 calcium fluorescence, CHO RD-HGA16 cells; activation, % at 3 µM; AID 624467, 2012; Trace amine-associated receptor 1 (Homo sapiens), Q96RJ0; vehicle wells 0%, saturating PEA agonist 100%; 360,000 tested, 0.99% active;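 active = activation above the mean activation of all test compounds in the run plus 3 SD, cut at about 38% in these data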
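Test system: RD-HGA16 (CHO) cells co-expressing Gα16 and hTAAR1 | Doses: Single dose, 3 µM | Schedule: 17-24 h seeding, 75 min 37 °C dye, 30 min RT | Evaluation: % activation from peak over basal fluorescence ratio, DMSO-to-PEA scaled | Technique: Kinetic Fluo-8 calcium fluorescence | Benchmarks: Low control DMSO, high control PEA (EC100)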
* marks the source's active call; other numbers are inactive results. Some of the compounds tested. The share of hits here may be higher or lower than overall.

SMILES	TAAR1 antag	TAAR1 agonist
COC(=O)[C@]12C[C@H](CC(=O)N3CCCCC3)C(=O)N(Cc3ccccc3)C1=C[C@H](C(C)C)O[C@@H]2C1CC1	-37	-2
OC(c1ccccc1)(c1ccccc1)C1CCN(CCCOc2ccncc2)CC1	21	33
COC(=O)N1C[C@H](OCc2cn(-c3cc(Cl)cc(Cl)c3)nn2)[C@H](OCc2cn(-c3cc(Cl)cc(Cl)c3)nn2)C[C@@H]1c1ccccc1Br	0	0
O=C(NCc1ccccc1)C(c1ccc(-c2ccccc2)cc1)n1c(=O)c(-c2cc3ccccc3[nH]2)nc2ccccc21 (configuration not stated)	12	1
COCc1[nH]nc2c1C(c1ccc(F)cc1)N(Cc1ccccc1)C2=O (configuration not stated)	-5	3
Nc1nc2ccc(Cl)cc2cc1C(=O)NCCCN1CCOCC1	-8	4
COc1ccccc1CCn1cnc(-c2ccccc2F)c1CC(C)C	46	27
CC(=O)N(C)C[C@@H]1OCc2ccccc2-c2c(n(C)c3ccccc23)C(=O)N([C@@H](C)CO)C[C@@H]1C	-13	0
CCOC(=O)[C@]12CCCC=C1N(Cc1ccccc1)C(=O)[C@H](CC(=O)N1CCN(C(=O)c3ccco3)CC1)C2	-19	-1
CCCc1nc2ccc(C(=O)OC)cn2c1Cc1ccccc1OC	5	-2

Three entries out of the list above, sorted by the value under TAAR1 antag, high to low:
structure,TAAR1 antag
OC(c1ccccc1)(c1ccccc1)C1CCN(CCCOc2ccncc2)CC1,21
O=C(NCc1ccccc1)C(c1ccc(-c2ccccc2)cc1)n1c(=O)c(-c2cc3ccccc3[nH]2)nc2ccccc21 (configuration not stated),12
CC(=O)N(C)C[C@@H]1OCc2ccccc2-c2c(n(C)c3ccccc23)C(=O)N([C@@H](C)CO)C[C@@H]1C,-13

Following part:
SMILES	TAAR1 antag	TAAR1 agonist
COc1c2c(cc3c1c(=O)c1ccccc1n3C)OCO2	-9	-1
CN1CCN(C(=O)C[C@@H]2C=C[C@H](NS(=O)(=O)c3cccc(F)c3)[C@@H](CO)O2)CC1	-15	1
COc1ccccc1NC(=O)N(C)C[C@H]1OCc2cn(nn2)CCCC(=O)N([C@H](C)CO)C[C@@H]1C	6	1
[O-][n+]1ccccc1C(O)CSc1ccccc1 (configuration not stated)	-4	0
COC(=O)C[C@H]1C=C[C@@H](NC(=O)c2ccncc2)[C@@H](CO)O1	-11	3
C[C@H](CO)N1C[C@H](C)[C@@H](CN(C)C(=O)c2ccncc2)OCc2cn(nn2)CCCC1=O	-3	2
COc1ccc(NC(=O)OC[C@@H]2CSCCS(=O)(=O)N2)cc1	4	2
CCCCCNC(=O)C(c1ccncc1)n1c(=O)c(-c2cc3ccccc3[nH]2)nc2ccccc21 (configuration not stated)	4	2
CCOC(=O)[C@]12CCCC=C1N(CCC1=CCCCC1)C(=O)[C@H](CC(=O)N1CCSCC1)C2	-18	1
COC(=O)[C@@]12C[C@@H](CC(=O)N3CCCC3)C(=O)N(Cc3ccc4c(c3)OCO4)C1=CCC(C)(C)C2	-19	3
CC(C)C[C@H]1COc2cccc(N3CCOCC3)c2S(=O)(=O)N1	-5	-1
N#C[C@H](N)[C@H]1O[C@@H](n2ccc(=O)[nH]c2=O)[C@H](O)[C@@H]1O	-36	1
O=[N+]([O-])c1ccccc1CCO	-27	8
CCC(=O)Nc1ccc2c(c1)OC[C@@H](C)NC[C@@H](C)[C@@H](OC)CN(C)C2=O	-16	3
Cc1ccccc1OCCCN1CCC(C(O)(c2ccccc2)c2ccccc2)CC1	34	37*
CCOC1=C2CN(S(=O)(=O)c3ccc(C)cc3)C(c3cccc(Cl)c3)CC2NC(c2ccccc2)C1 (configuration not stated)	-52	1
CCOc1cc(-n2nc(C)c(C#N)c2N)nc(SC)n1	-1	7
O=[N+]([O-])c1ccc(Br)c(CN2CCN(c3ncc(Cc4ccccc4)cn3)CC2)c1	-17	-2
O=S1(=O)CCC(N(N=Cc2ccco2)c2ccccc2)C1 (configuration not stated)	-13	2
O=C(NC1CCCC1)C(c1ccccc1)n1c(CSCCOc2ccccc2)nc2ccccc21 (configuration not stated)	-27	0

In a second layout: results already given
Below each SMILES: TAAR1 antag	TAAR1 agonist
> COc1c2c(cc3c1c(=O)c1ccccc1n3C)OCO2
  -9	-1
> CN1CCN(C(=O)C[C@@H]2C=C[C@H](NS(=O)(=O)c3cccc(F)c3)[C@@H](CO)O2)CC1
  -15	1
> COc1ccccc1NC(=O)N(C)C[C@H]1OCc2cn(nn2)CCCC(=O)N([C@H](C)CO)C[C@@H]1C
  6	1
> [O-][n+]1ccccc1C(O)CSc1ccccc1 (configuration not stated)
  -4	0
> COC(=O)C[C@H]1C=C[C@@H](NC(=O)c2ccncc2)[C@@H](CO)O1
  -11	3
> C[C@H](CO)N1C[C@H](C)[C@@H](CN(C)C(=O)c2ccncc2)OCc2cn(nn2)CCCC1=O
  -3	2
> COc1ccc(NC(=O)OC[C@@H]2CSCCS(=O)(=O)N2)cc1
  4	2
> CCCCCNC(=O)C(c1ccncc1)n1c(=O)c(-c2cc3ccccc3[nH]2)nc2ccccc21 (configuration not stated)
  4	2
> CCOC(=O)[C@]12CCCC=C1N(CCC1=CCCCC1)C(=O)[C@H](CC(=O)N1CCSCC1)C2
  -18	1
> COC(=O)[C@@]12C[C@@H](CC(=O)N3CCCC3)C(=O)N(Cc3ccc4c(c3)OCO4)C1=CCC(C)(C)C2
  -19	3
> CC(C)C[C@H]1COc2cccc(N3CCOCC3)c2S(=O)(=O)N1
  -5	-1
> N#C[C@H](N)[C@H]1O[C@@H](n2ccc(=O)[nH]c2=O)[C@H](O)[C@@H]1O
  -36	1
> O=[N+]([O-])c1ccccc1CCO
  -27	8
> CCC(=O)Nc1ccc2c(c1)OC[C@@H](C)NC[C@@H](C)[C@@H](OC)CN(C)C2=O
  -16	3
> Cc1ccccc1OCCCN1CCC(C(O)(c2ccccc2)c2ccccc2)CC1
  34	37*
> CCOC1=C2CN(S(=O)(=O)c3ccc(C)cc3)C(c3cccc(Cl)c3)CC2NC(c2ccccc2)C1 (configuration not stated)
  -52	1
> CCOc1cc(-n2nc(C)c(C#N)c2N)nc(SC)n1
  -1	7
> O=[N+]([O-])c1ccc(Br)c(CN2CCN(c3ncc(Cc4ccccc4)cn3)CC2)c1
  -17	-2
> O=S1(=O)CCC(N(N=Cc2ccco2)c2ccccc2)C1 (configuration not stated)
  -13	2
> O=C(NC1CCCC1)C(c1ccccc1)n1c(CSCCOc2ccccc2)nc2ccccc21 (configuration not stated)
  -27	0

Additional entries
SMILES	TAAR1 antag	TAAR1 agonist
COC(=O)[C@@]12C[C@@H](CC(=O)NCCCCc3ccccc3)C(=O)N(Cc3ccccc3)C1=CCC(C)(C)C2	2	-1
COC(=O)[C@]12C[C@H](CC(=O)NCCc3ccccc3OC)C(=O)N(Cc3ccc4c(c3)OCO4)C1=C[C@H](C(C)(C)C)O[C@@H]2C	2	15
CC(C)CCN(C)[C@H]1C[C@H]2c3[nH]c4ccccc4c3CCN2C[C@H]1[C@H](C)O	-18	11
C=CCN=C1NC(c2ccc(F)cc2)C(C(=O)OC)=C(C)N1Cc1ccccc1C(F)(F)F (configuration not stated)	1	8
CC(C)(C)NC(=O)C(c1cc2ccccc2o1)n1c(=O)c(-c2ccccc2)nc2ccccc21 (configuration not stated)	-31	2
CN1C(=O)C(c2cn(C)c3ccccc23)(c2cn(C)c3ccccc23)c2cc(Br)ccc21	-10	1
COc1cccc(CNC(=O)[C@H]2CCCN2C(=O)[C@H]2CCCN2C(=O)C2CCCCC2)c1	-16	2
CC(C)(C)NC(=O)C(c1ccc(C#N)cc1)n1c(=O)c(-c2cc3ccccc3[nH]2)nc2ccccc21 (configuration not stated)	-19	1
O=C(Nc1ccc(F)cc1)C(c1ccnc2ccccc12)N1CCN(C(=O)c2ccco2)CC1 (configuration not stated)	-11	0
O=C(NCc1ccccc1)C(c1ccncc1)n1c(=O)c(-c2cc3ccccc3[nH]2)nc2ccccc21 (configuration not stated)	28	7
C[C@@H]1CN([C@@H](C)CO)C(=O)CCCn2cc(nn2)CO[C@H]1CN(C)C(=O)CCC(F)(F)F	3	1
Cc1ccc(S(=O)(=O)C[C@@H]2OC3CCCCC3N2S(=O)(=O)c2ccc(C)cc2)cc1 (some centres not stated)	-40	1
COC(=O)C1=C(C)N(Cc2ccccc2C(F)(F)F)C(=NCc2ccc3c(c2)OCO3)NC1c1ccccc1C(F)(F)F (configuration not stated)	-50	1
CSCc1cc(C(=O)NCCN2CCOCC2)c(N)s1	-15	2
Cc1ccc(S(=O)(=O)N2[C@H](CC(=O)OCc3ccccc3)OC[C@@H]2C(C)C)cc1	3	0
CN(C)C(=O)C[C@@H]1C=C[C@@H](NC(=O)C2CCC2)[C@@H](CO)O1	2	1
COC(=O)C1=CN(c2ccc(Oc3ccccc3)cc2)C(N)=C(C#N)C1c1ccccc1 (configuration not stated)	0	2
CC1=C[C@@H]2[C@H]3C(=O)N(Cc4ccccc4)C(=O)[C@H]3[C@@H]1[C@@H]1O[C@@]3(C(=O)N(C)c4ccccc43)C3=C(CCCC3=O)N21	-3	8
COC(=O)C1=C(C)N(C)C(=NCc2ccc3c(c2)OCO3)NC1c1cccc(Cl)c1 (configuration not stated)	3	4
CO[C@@H]1CN(C)C(=O)c2cc(NC(=O)Nc3cc(F)ccc3F)ccc2OC[C@H](C)N(C(=O)c2cnccn2)C[C@@H]1C	-2	0
COC(=O)C1=C(C)N(Cc2cccc(C(F)(F)F)c2)C(=NCc2ccc(C(F)(F)F)cc2)NC1c1ccccc1C(F)(F)F (configuration not stated)	-17	1
COC(=O)c1cc2c(c3c4cc(OC)ccc4n(S(=O)(=O)c4ccc(C)cc4)c13)C(=O)N(Cc1ccccc1)C2	-2	-1
O=C1[C@@H](c2ccccc2)[C@@H](c2ccccc2)N1c1ccccc1	-23	3
C[C@H](c1ccccc1)N1C[C@@H](COCc2ccccc2)Oc2cccc(Oc3ccccc3)c2S1(=O)=O	-28	2
Nc1nc2c(-c3ccc([N+](=O)[O-])cc3)nnn2c2ccccc12	6	0
COC(=O)N1Cc2ccnnc2CC1c1ccccc1-c1ccc(OC)cc1 (configuration not stated)	-1	3
CCCCCCCCN1C(=O)[C@H](CC(=O)NCCc2ccccc2OC)C[C@@]2(C(=O)OC)CC(C)(C)CC=C12	-40	44*
Cc1cc(N2CCNC[C@@H]2C)ccc1N1C[C@@H](C)O[C@@H](C)C1	-5	3
COc1cccc(CNS(=O)(=O)c2cc(Br)ccc2Br)c1OC	-3	2
COC(=O)C[C@@H]1C=C[C@H](NC(=O)Cc2ccccn2)[C@@H](CO)O1	3	1
CC(C)NC(=O)C1(C)CN(S(C)(=O)=O)CC(=O)N1CCc1ccc(O)cc1 (configuration not stated)	-12	15
CCC(c1nc2ccccc2[nH]1)n1c(=O)c(-c2cccs2)nc2ccccc21 (configuration not stated)	-2	-1
COc1ccc(OC)c(S(=O)(=O)CC(=O)c2cc3ccccc3oc2=O)c1	4	6
N#Cc1ccc(-c2nc3cc(C#N)c(C#N)cc3nc2-c2ccccc2)cc1C#N	-10	3
O=C(N[C@H](C(=O)N1CCC[C@H]1C(=O)NCc1ccccc1)C1CCCCC1)c1ccc(Cl)c(Cl)c1	-26	-1
O=C(N[C@@H](Cc1ccccc1)c1nc2ccccc2[nH]1)c1ccc([N+](=O)[O-])cc1	8	-3
COc1cc(OC)cc(C(=O)NCC2CCN(C(=O)C(=O)c3cc4ccccc4o3)CC2)c1	-23	0
CC(C)[C@@H]1CC[C@@H](C)C[C@H]1OC[B-](F)(F)F	-18	0
O=C(C(=O)N1CCC(CNS(=O)(=O)c2ccc3ccccc3c2)CC1)c1cc2ccccc2o1	-8	2
C[C@@H]1CN([C@@H](C)CO)S(=O)(=O)c2ccc(Br)cc2O[C@@H]1CN(C)Cc1ccc2c(c1)OCO2	9	1
O=C(C[C@H]1CC[C@@H](NC(=O)Cc2cccnc2)[C@@H](CO)O1)NCc1ccc2c(c1)OCO2	-27	1
CCCCNC(=O)C[C@@H]1C[C@@]2(C(=O)OC)CCCCC=C2N(CCc2ccc(OC)c(OC)c2)C1=O	41	9
O=S1(=O)CC(N2CCC(c3ccccc3)CC2)CN1Cc1cn(Cc2ccc(C(F)(F)F)cc2)nn1 (configuration not stated)	37	10
CC(=O)C1=C(C)N(CC(C)C)C(=S)NC1c1cccc(Cl)c1 (configuration not stated)	19	-3
COC(=O)[C@@]12C[C@@H](CC(=O)NCc3cccc4ccccc34)C(=O)N(Cc3cccc4ccccc34)C1=CCC(C)(C)C2	-12	9
CCCCS(=O)(=O)N1CCCc2nc(-c3ccccc3)ccc21	-16	-1
